From PubChem
SR-BI uptake up: SR-BI HDL lipid transfer activation. CHO ldlA[mSR-BI] cells, DiI-HDL uptake fluorescence, 3 h; 100 = double the neutral-control signal. activation, % at 12.5 µM. actives 0.096% (n = 320,000). AID 504775;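 active = mean replicate activation of at least 60% and every replicate at or above 60%; inconclusive = mean or all-replicate condition met, but not both; inactive = mean below 60% and not all replicates reaching 60%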;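 also: 0% = median plate neutral-control signal and 100% = twice that signal; values of inactives mirror those of a sister screen read the other way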
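system = CHO ldlA[mSR-BI] cells, LDL receptor-null, SR-BI overexpressing | medium = Ham's F12 with 0.5% BSA, HEPES 25 mM, pH 7.4 | probe or stimulus = DiI-HDL 10 µg/mL | compound dosing = single-point compound dose | incubation = compound exposure 3 h, 37 °C | technique = DiI fluorescence, bottom read | read-out = cell-associated DiI fluorescence as measure of HDL uptake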
PKA-R2B activ: activators of human PKA-R2B complex; P22694+P31323; PKA-R2B holoenzyme dissociation, Cy5-IP20 fluorescence polarization; R2B truncated from residue 108, S112A mutant; 0% DMSO only, 100% 113 µM cGMP; activation, % at 11.4 µM; actives 0.079% (n = 340,000);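 active = activation above a cutoff set at the mean over all compounds plus 3 SD, cut at about 18% in these data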;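 also: higher means more holoenzyme dissociation and a rise in polarization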
Arrestin-AP2 inh: inhibitors of human beta-arrestin and AP2 interaction; FITC-arrestin peptide / GST-AP2 beads, flow cytometry; AP2 beta2 appendage carries R879A mutation; inhibition, % at 10 µM; actives 0.31% (n = 340,000);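 active = inhibition above a set limit, near 3 SD of compounds lacking own fluorescence, cut at about 54% in these data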;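 also: plate controls were DMSO wells for no effect and 5 µM unlabelled arrestin peptide for full effect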
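Test system: GST-tagged AP2 beta2-adaptin appendage (R879A) on 4 µm glutathione beads; also added: fluorescein-tagged arrestin peptide at 50 nM final; timing: 12 min plus 1 h, RT; signal: flow cytometry, FL1 (488/535 nm); read-out: percent drop in bead-associated FITC signal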
NSD2 HMT inh: inhibitors of human histone methyltransferase NSD2 | O96028 | NSD2 peptide methylation, AlphaScreen, 120 min | inhibition, % at 12.5 µM | actives 0.54% (n = 310,000) | AID 743445; in the data active = inhibition above about 50%
DAGLB inh: diacylglycerol lipase beta (human) inhibition. HEK293T DAGLB membrane lysate, EnzChek fluorogenic substrate. inhibition, % at 5.17 µM. actives 0.059% (n = 340,000). AID 504411; in the data active = inhibition above about 34%;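 also: 0% = enzyme with vehicle and 100% = wells lacking enzyme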
LANA DNA inh: blocks KSHV LANA C-terminal domain binding to DNA; MBP-C-LANA/FAM-LBS DNA binding, fluorescence polarization; inhibition, % at 9 µM; actives 0.078% (n = 340,000); AID 504423;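 active = highest replicate inhibition at or above 60% at 9 µM, even if other replicates fall short; inactive = all replicates below 60% inhibition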;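 also: 0% = neutral control wells and 100% = 4 µM acridine orange control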
RTF Ca sens inh: cardiac RTF calcium desensitization; P19429+P45379; actives 0.12% (n = 340,000); inhibition, % at 7.15 µM; IANBD-labeled cardiac RTF, Ca2+ fluorescence; AID 493244;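 active = inhibition above the mean inhibition of all tested compounds plus 3 SD, cut at about 17% in these data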;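 also: assay run at fixed EC70 calcium of 1.6 mM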
SR-BI DiI inh: mouse SR-BI HDL lipid transfer inhibition | Q61009 | ldlA[mSR-BI] CHO cells, DiI-HDL uptake fluorescence, 3 h | inhibition, % at 12.5 µM | actives 0.96% (n = 320,000);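 active = mean replicate inhibition of at least 70% and a set share of replicates each scoring 70 or more; inconclusive = meets just one of the two criteria; inactive = fails both criteria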;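 also: 0% = median of neutral control wells and 100% = median of positive control wells; values of inactives mirror those of a sister screen read the other way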
Target sequence (Q61009 whole entry, looked up): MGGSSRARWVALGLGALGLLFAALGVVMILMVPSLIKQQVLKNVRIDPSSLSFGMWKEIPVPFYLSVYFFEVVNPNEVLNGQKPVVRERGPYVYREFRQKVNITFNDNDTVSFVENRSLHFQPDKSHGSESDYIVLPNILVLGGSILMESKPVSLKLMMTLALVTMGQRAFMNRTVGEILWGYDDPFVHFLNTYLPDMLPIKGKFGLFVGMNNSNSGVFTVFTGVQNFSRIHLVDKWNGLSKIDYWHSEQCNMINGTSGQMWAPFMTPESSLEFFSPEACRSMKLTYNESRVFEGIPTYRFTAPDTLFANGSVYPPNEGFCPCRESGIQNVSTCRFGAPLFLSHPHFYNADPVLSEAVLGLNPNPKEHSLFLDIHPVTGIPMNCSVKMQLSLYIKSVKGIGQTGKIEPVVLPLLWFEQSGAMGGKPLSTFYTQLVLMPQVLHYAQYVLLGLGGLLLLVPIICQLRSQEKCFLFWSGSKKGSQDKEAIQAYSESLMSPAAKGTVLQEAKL
Keap1-Nrf2 PPI: Keap1-Nrf2 (human) interaction inhibition; AID 504523; Q14145; inhibition, % at 9.4 µM; actives 0.15% (n = 340,000); Keap1 Kelch-Nrf2 peptide fluorescence polarization, 1536-well; in the data active = inhibition above about 12%; inconclusive = no clear call, values can overlap the other calls; inactive = below about 7.3%;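 also: human Keap1 Kelch domain with fluorescein labeled Nrf2 9mer peptide probe; 0% = neutral control wells and 100% = peptide positive control; higher means more block of Keap1 binding to Nrf2 peptide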
Target sequence (Q14145 whole entry, looked up, the tested form may be a part): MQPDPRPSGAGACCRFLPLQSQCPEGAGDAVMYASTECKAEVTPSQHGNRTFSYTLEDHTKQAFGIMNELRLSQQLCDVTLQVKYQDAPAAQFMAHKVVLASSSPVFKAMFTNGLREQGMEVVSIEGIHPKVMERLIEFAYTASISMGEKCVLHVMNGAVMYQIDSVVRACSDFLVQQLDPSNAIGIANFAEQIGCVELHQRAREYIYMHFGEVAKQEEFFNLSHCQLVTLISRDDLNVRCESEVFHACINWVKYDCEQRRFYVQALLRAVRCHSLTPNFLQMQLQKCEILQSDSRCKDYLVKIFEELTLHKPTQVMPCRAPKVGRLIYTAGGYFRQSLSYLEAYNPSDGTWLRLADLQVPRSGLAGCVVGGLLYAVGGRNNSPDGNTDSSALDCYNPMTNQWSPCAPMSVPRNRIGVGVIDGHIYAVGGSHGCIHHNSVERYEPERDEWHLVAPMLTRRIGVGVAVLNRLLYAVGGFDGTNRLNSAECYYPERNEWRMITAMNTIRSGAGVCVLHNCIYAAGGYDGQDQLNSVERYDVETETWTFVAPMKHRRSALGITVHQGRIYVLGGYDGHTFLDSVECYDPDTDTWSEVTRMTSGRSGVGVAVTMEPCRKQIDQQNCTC
PvdQ acylase: P. aeruginosa PvdQ acylase inhibition | purified PvdQ acylase, fluorescence plate reader | inhibition, % at 10 µM | actives 0.063% (n = 340,000) | AID 488965; in the data active = inhibition above about 30%, passing the limit was not always enough; inconclusive = no clear call, values can overlap the other calls;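 also: 0% = vehicle neutral wells and 100% = reference inhibitor wells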
An asterisk follows results filed as active; ? = inconclusive; nt = not tested or not shown.

SMILES | SR-BI uptake up | PKA-R2B activ | Arrestin-AP2 inh | NSD2 HMT inh | DAGLB inh | LANA DNA inh | RTF Ca sens inh | SR-BI DiI inh | Keap1-Nrf2 PPI | PvdQ acylase
CCCOC(=O)N[C@@H]1C(=O)N2C(C(=O)OCCC)=C(C)CS[C@H]12 | nt | 0 | -12 | nt | -1 | 1.5 | -15 | nt | -1 | -7
CCOc1ccccc1N1CC(C(=O)Nc2ccc3c(c2)OCCO3)CC1=O (centres undefined) | 56 | -2 | -4 | -2 | 1 | 4.5 | -4 | -56 | 2 | -9
Cc1nc2ccccc2nc(C)c1=NOCc1ccc(C#N)cc1 | -3 | 1 | 22 | -1 | -2 | -1.1 | 4 | 3 | -5 | 10
CCNC(=O)c1cc2c(=O)n3cccc(C)c3nc2n(Cc2ccc(C)cc2)c1=N | 16 | 4 | 9 | nt | -1 | 19 | 1 | -16 | 5 | -9
COC(=O)c1sccc1NC(=O)c1cccnc1 | -32 | -4 | 4 | -4 | 0 | 0.3 | -2 | 32 | -5 | 12
O=C(O)CC1(c2ccc(F)cc2)C2CC3CC(C2)CC1C3 (centres undefined) | 14 | 4 | 1 | -2 | 5 | 2.2 | -9 | -14 | 1 | -6
COc1ccc(C(=O)NCc2nnc(SCC(=O)Nc3ccc4c(c3)OCO4)o2)cc1 | -14 | -5 | 11 | 2 | -1 | -0.7 | -8 | 14 | -5 | -16
COC(=O)c1ccc(NC(=O)CS(=O)(=O)c2ccccc2)cc1 | 9 | -4 | 37 | 2 | 2 | -2.1 | -14 | -9 | -1 | -5
COCC(C)Nc1ccc(S(=O)(=O)N2CCCC2)cc1[N+](=O)[O-] (centres undefined) | 21 | -4 | -22 | 0 | 0 | -1.1 | -6 | -21 | 1 | -4
C[C@H](CO)N1C[C@H](C)[C@@H](CN(C)C(=O)Nc2ccccc2)Oc2c(NC(=O)Nc3ccc(C(F)(F)F)cc3)cccc2C1=O | 7 | -3 | 4 | nt | 1 | -1.9 | 4 | -7 | -2 | -5
Cc1cccc(-n2ncc3c(=O)[nH]c(SCC(=O)Nc4cc(C)on4)nc32)c1 | 1 | 1 | 2 | 1 | 0 | -1.3 | -13 | -1 | -1 | -14
O=C(CC1CCCCC1)NCCOc1ccccc1 | 4 | 8 | -9 | -2 | -1 | -0.3 | 3 | -4 | 0 | -10

An excerpt of these results, with tabs:
Compound	SR-BI uptake up	PKA-R2B activ	Arrestin-AP2 inh	NSD2 HMT inh	DAGLB inh	LANA DNA inh	RTF Ca sens inh	SR-BI DiI inh	Keap1-Nrf2 PPI	PvdQ acylase
COc1ccc(C(=O)NCc2nnc(SCC(=O)Nc3ccc4c(c3)OCO4)o2)cc1	-14	-5	11	2	-1	-0.7	-8	14	-5	-16
Cc1nc2ccccc2nc(C)c1=NOCc1ccc(C#N)cc1	-3	1	22	-1	-2	-1.1	4	3	-5	10
CCOc1ccccc1N1CC(C(=O)Nc2ccc3c(c2)OCCO3)CC1=O (centres undefined)	56	-2	-4	-2	1	4.5	-4	-56	2	-9
O=C(O)CC1(c2ccc(F)cc2)C2CC3CC(C2)CC1C3 (centres undefined)	14	4	1	-2	5	2.2	-9	-14	1	-6

Following part:
SMILES | SR-BI uptake up | PKA-R2B activ | Arrestin-AP2 inh | NSD2 HMT inh | DAGLB inh | LANA DNA inh | RTF Ca sens inh | SR-BI DiI inh | Keap1-Nrf2 PPI | PvdQ acylase
CCN1CCCC1CNC(=O)Cn1nc(C)n2nc(-c3ccccc3)cc2c1=O (centres undefined) | -2 | 6 | -4 | 12 | 2 | 2.4 | 0 | 2 | -2 | -1
O=C(COC(=O)c1cc([N+](=O)[O-])ccc1N1CCOCC1)NCc1ccc(F)cc1 | -11 | 0 | 18 | 5 | 2 | -0.2 | 1 | 11 | -5 | 10
O=c1c2cc(Br)ccc2nc(-c2ccc([N+](=O)[O-])cc2)n1O | 1 | -7 | -9 | -1 | -2 | -0.5 | -7 | -1 | 3 | -10
COc1ccc(S(=O)(=O)N2CCN(CC(O)CN3CCOCC3)CC2)cc1 (centres undefined) | 36 | -6 | 29 | -2 | 0 | 1.3 | 2 | -36 | -1 | 1
C=CCOc1cccc(CNCCCN2CCOCC2)c1 | 6 | 10 | 1 | -5 | -2 | 0.1 | -5 | -6 | -2 | -14
O=C1CC(c2ccco2)CC(O)=C1C=NCCN1CCN(C2CC(=O)N(c3ccccc3)C2=O)CC1 (centres undefined) | 6 | 5 | 5 | 0 | 2 | 0.5 | 4 | -6 | -3 | -14
Cc1ccccc1N(CC(=O)Nc1ccc(S(=O)(=O)N2CCOCC2)cc1)S(C)(=O)=O | -19 | 4 | 2 | -2 | 3 | -0.5 | 0 | 19 | -2 | -5
Cc1ccc(-c2csc(NC(=S)NC(=O)c3cc4ccccc4o3)n2)cc1 | 22 | -2 | -14 | -1 | 3 | -1.8 | -10 | -22 | 0 | -4
CCCc1cc(C(=O)N2CCN(C(c3ccccc3)c3ccccc3)CC2)no1 | nt | 0 | 5 | nt | -5 | 1.8 | -6 | nt | 1 | -7
O=C(Nc1nc2ccc(F)cc2s1)C1=NN(c2ccccc2)C(=O)CC1 | -20 | -2 | 20 | nt | 3 | -0.6 | -8 | 20 | -3 | -9
COc1cccc(-c2nc(CS(=O)(=O)c3ccccc3)no2)c1 | 12 | 2 | -5 | -1 | -1 | -3.5 | -2 | -12 | -2 | -3
Cc1c(NC(=O)CSc2nc(N)cc(N)n2)c(=O)n(-c2ccccc2)n1C | -5 | -6 | -5 | -3 | 0 | 1.1 | 10 | 5 | 0 | 2
O=C(CSc1nnc(-c2cccc(Cl)c2)o1)Nc1ccc2c(c1)OCCO2 | 1 | 13 | 3 | -2 | -7 | 0.5 | 3 | -1 | -8 | -11
O=C1OCc2ccc(NC(=O)c3ccccc3C(=O)O)cc21 | 25 | -7 | 26 | nt | -3 | 0.9 | -2 | -25 | 4 | 9
CCOc1ccc(OCC)c(NC(=O)C2CCN(S(=O)(=O)c3ccc4c(c3)CC(C)N4C(C)=O)CC2)c1 (centres undefined) | -30 | -13 | -5 | -2 | -2 | -1.2 | -4 | 30 | -3 | 1
CC(C)n1ncc2c(C(=O)NCC(=O)Nc3ccccc3Br)cc(C3CC3)nc21 | -20 | -3 | -11 | -3 | -1 | 0.9 | 0 | 20 | 5 | -16
Cc1ccc(CC(=O)NCC(C)C)cc1 | 21 | -1 | -1 | -2 | -3 | -0.4 | -8 | -21 | -5 | -5
COc1ccc(CNc2nc(-c3cccnc3)nn2S(C)(=O)=O)cc1 | 3 | -2 | 10 | 2 | -2 | -0.9 | -6 | -3 | 2 | -9
CC(C)c1[nH]nc2c1C(c1ccc(OC(=O)c3ccco3)cc1)C(C#N)=C(N)O2 (centres undefined) | 8 | -7 | 0 | -2 | 2 | -2.5 | 0 | -8 | -5 | -13
CC(C)Cn1c(=O)oc2ccccc21 | -2 | 3 | 15 | -2 | -2 | -0.9 | -14 | 2 | -3 | -5
COC(=O)Nc1ccc(C)cc1NC(=O)OC | 21 | -4 | 22 | -3 | -3 | 0.6 | 4 | -21 | -1 | -9
Cc1ccc(S(=O)(=O)/N=C/N(C)C)cc1 | 9 | -1 | 7 | 1 | -1 | 0.0 | 7 | -9 | 1 | -13
C=CCc1c(C)c(C#N)c2nc3ccccc3n2c1N1CCCCC1 | 6 | -2 | 4 | 0 | -4 | 1.2 | -10 | -6 | 2 | -11
Cc1ccc(C(=O)OCC(=O)c2ccc[nH]2)s1 | 8 | -1 | 3 | 1 | 0 | 1.6 | -5 | -8 | -3 | -7
CCN(CC)S(=O)(=O)c1ccc(N2CCOCC2)c(NC(=O)c2cc(Cl)c3c(c2)OCO3)c1 | -9 | 3 | -8 | 0 | -1 | 1.9 | -6 | 9 | -5 | -8
CCCCN1CC(=O)N2[C@H]3c4cc(OC)ccc4OC[C@@H]3[C@H](C(=O)OCC)[C@]2(C)C1=O | -7 | -6 | 5 | nt | -1 | -0.4 | -5 | 4 | -3 | -13
CCCCc1cc2c(c(NC(=O)CC)n1)c(=O)oc1ccccc12 | -1 | 4 | 1 | -2 | -2 | 3.5 | -5 | 1 | 1 | -13
CC(=O)COC(=O)C1=NN(c2ccccc2)C(=O)CC1 | -28 | -5 | -8 | -5 | 1 | -2.0 | -5 | 28 | -1 | -6
CC[C@]12c3[nH]c4ccc(Cl)cc4c3CCN1C(=O)[C@@H](CC(=O)NC/C=C(\C)CCC=C(C)C)C[C@@H]2C(=O)N1CCN(C(=O)C2CC2)CC1 | 0 | -10 | 10 | nt | 2 | -1.0 | -4 | 0 | -5 | -12
O=Cc1cn(Cc2ccccc2)nc1-c1cccnc1 | 14 | 0 | 27 | 5 | 1 | 0.5 | -9 | -14 | 2 | 3
COc1ccccc1C(=O)Nc1nnc(C)s1 | ? | 2 | -6 | 17 | 1 | 0.1 | -7 | -79 | 2 | -13
c1ccc(Oc2ccc(-c3ccnc4ncnn34)cc2)cc1 | 16 | 6 | 0 | -1 | 1 | 0.2 | -38 | -16 | -4 | -7
COc1ccc(Nc2ccccc2N)cc1 | -21 | 4 | 22 | 34 | -2 | 0.8 | 4 | 21 | -7 | -6
CCCc1cc(=O)oc2c(C)c(OCC(=O)N3CCC(C(=O)O)CC3)ccc12 | -3 | 8 | 13 | nt | -1 | 1.1 | 2 | 3 | -2 | -5
Cc1ccc(S(=O)(=O)N(C)C)cc1NC(=O)c1cc(=O)[nH]c2ccccc12 | nt | -4 | -18 | -1 | -2 | -0.3 | 1 | nt | -1 | -7
NC(=O)/C(=C\c1ccncc1)c1cccc2ccccc12 | 12 | 1 | -10 | 4 | -1 | 1.8 | -9 | -12 | -7 | -15
CC(=O)c1cc(O)c2ccccc2c1O | -12 | 1 | 21 | 79* | 1 | 0.8 | -14 | 12 | 2 | -6
CN(CC1CCCO1)S(=O)(=O)c1ccc(C(=O)Nc2ccc(F)cc2)cc1 (centres undefined) | -30 | 2 | -5 | -2 | -3 | 0.7 | 1 | 30 | 0 | -16
CS(=O)(=O)N(CC(=O)NC1CCCCC1)c1cccc(F)c1 | -12 | -3 | -9 | -2 | -1 | -0.1 | -5 | 12 | -4 | -7
N#C/C(=N\Nc1ccc(Cl)cc1)C(=O)c1ccccc1 | 4 | 1 | 10 | 28 | 7 | 0.8 | 6 | -4 | -4 | 13
COc1cccc2cc(CC(=O)c3ccc(C)c(C)c3)c(=O)oc12 | 0 | -5 | -2 | -3 | -9 | -1.2 | -2 | 0 | 0 | -8
COC(=O)c1sccc1NC(=S)NCc1ccc(Cl)cc1 | 16 | -8 | 9 | -12 | 1 | -14 | 5 | -16 | -5 | 2
CCOC(=O)c1c(-n2c(C)cc(C=O)c2C)sc2c1CCCC2 | -13 | -10 | -11 | 19 | 0 | 0.4 | 4 | 13 | -10 | -5
